# High-throughput results from PubChem.
# hgDAF-12 ag: agonists of H. glycines DAF-12 nuclear receptor | HEK293 GAL4-hgDAF12 UAS-luciferase reporter, agonist luminescence; normalized to butyrate control | activation, % at 6.8 µM | 370,000 compounds, 1.8% hits;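 active means activation above a cutoff set at the mean of all screened compounds plus 3 SD, cut at about 10% in these data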;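 further: 0% = DMSO wells and 100% = sodium butyrate wells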
# ADAM10 inh: ADAM10 inhibition, QFRET primary screen; O14672; recombinant ADAM10, EDANS/DABCYL FRET peptide cleavage, 3 h; inhibition, % at 7 µM; 370,000 compounds, 0.62% hits; AID 720582;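 active means inhibition above a per-campaign cutoff equal to the mean of compounds falling between control-based bounds plus 3 SD, cut at about 20% in these data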;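 further: 0% = DMSO wells while the 100% control is not disclosed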
# Target sequence (O14672 214-748 limits assumed): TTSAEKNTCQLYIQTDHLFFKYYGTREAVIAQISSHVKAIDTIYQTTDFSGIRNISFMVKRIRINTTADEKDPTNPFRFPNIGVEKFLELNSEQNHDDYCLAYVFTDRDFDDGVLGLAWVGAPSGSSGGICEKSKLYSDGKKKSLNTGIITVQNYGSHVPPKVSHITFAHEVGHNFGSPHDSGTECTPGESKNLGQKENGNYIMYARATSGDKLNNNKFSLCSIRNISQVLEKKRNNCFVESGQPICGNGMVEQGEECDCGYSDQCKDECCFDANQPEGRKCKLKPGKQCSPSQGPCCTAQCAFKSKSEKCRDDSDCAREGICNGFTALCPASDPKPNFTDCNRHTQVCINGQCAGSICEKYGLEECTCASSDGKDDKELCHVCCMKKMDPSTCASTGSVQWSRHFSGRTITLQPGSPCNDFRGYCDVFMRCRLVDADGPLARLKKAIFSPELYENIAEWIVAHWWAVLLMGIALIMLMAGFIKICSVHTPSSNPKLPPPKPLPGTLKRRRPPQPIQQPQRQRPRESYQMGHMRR
# ADAM17 inh: inhibits human ADAM17 | inhibition, % at 6.95 µM | 370,000 compounds, 0.83% hits | recombinant ADAM17, EDANS/DABCYL FRET peptide cleavage | P78536;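 active means inhibition above the mean of compounds lying between control limits plus 3 SD, set per campaign, cut at about 8.5% in these data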;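 further: 0% = DMSO-only wells as the low control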
# DAX1 inh-1: inhibitors of human orphan nuclear receptor DAX1 (NR0B1); P51843; 340,000 compounds, 0.99% hits; inhibition, % at 6.75 µM; AID 504766; HEK293 Gal4-DAX1 luciferase reporter, luminescence;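 active means inhibition above the mean over all tested compounds plus 3 SD, cut at about 4.2% in these data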;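 further: 0% = DAX1-transfected cells with DMSO and 100% = empty-vector control cells with DMSO; inhibition shows as a rise in luminescence from relieved DAX1 repression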
# Target sequence (P51843 207-470 limits assumed): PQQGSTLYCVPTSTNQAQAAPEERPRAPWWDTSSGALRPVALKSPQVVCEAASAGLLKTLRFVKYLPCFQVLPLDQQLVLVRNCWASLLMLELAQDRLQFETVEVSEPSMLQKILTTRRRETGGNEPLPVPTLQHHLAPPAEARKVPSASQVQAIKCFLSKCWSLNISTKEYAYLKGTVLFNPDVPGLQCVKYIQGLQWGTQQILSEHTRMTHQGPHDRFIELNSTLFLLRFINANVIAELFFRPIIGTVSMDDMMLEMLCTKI
# hcDAF12 agonist: activators of H. contortus DAF-12 nuclear receptor; activation, % at 6.8 µM; 370,000 compounds, 1.4% hits; HEK293 hcDAF-12 lit1-tk-luc reporter, luminescence; 0% DMSO, 100% Δ7-dafachronic acid; AID 652067;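 active means activation above the mean of all tested compounds plus 3 SD, cut at about 5.5% in these data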;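 further: 100% = response to 3 µM Δ7-dafachronic acid high control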
# sPLA2-III inh: Inhibits HGIII-sPLA2 liposome hydrolysis, primary screen; Q9NZ20; QFRET BODIPY PC-A2 liposome hydrolysis, fluorescence; inhibition, % at 12.2 µM; 370,000 compounds, 0.56% hits;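 active means inhibition above mean plus 3 SD of compounds lying within the high and low control bounds, cut at about 19% in these data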;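 further: 0% = median of test compound wells and 100% = no enzyme DMSO wells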
# ssDAF12 agonist: activators of S. stercoralis DAF-12 nuclear receptor. HEK293 ssDAF-12/GRIP1 lit1-tk-luc reporter, luminescence; % of 3 µM dafachronic acid response. activation, % at 6.8 µM. 370,000 compounds, 1% hits. AID 652126;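 active means activation above the mean over all tested compounds plus 3 SD, cut at about 0.9% in these data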;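 further: 0% = DMSO-only wells and 100% = 3 µM delta7-dafachronic acid wells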
# PLCg1 inh: PLC-gamma1 (human) inhibition, primary screen; purified PLC-gamma1, fluorogenic substrate, fluorescence; inhibition, % at 12.2 µM; 370,000 compounds, 0.84% hits; AID 720700; in the data active means inhibition above about 9.5%
# PLC-beta3 inh: blocks human PLC-beta3 enzyme activity; Q01970; Purified PLC-beta3, fluorogenic substrate, fluorescence; inhibition, % at 12.2 µM; 370,000 compounds, 0.18% hits; AID 720704; in the data active means inhibition above about 11%;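 further: 0% = median of compound wells on plate and 100% = full blocker control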
# DAX1 inh-2: DAX1 (NR0B1) inhibition, primary screen | HEK293T StAR-luciferase reporter, SF-1/DAX-1 repression relief | inhibition, % at 6.8 µM | 370,000 compounds, 1.1% hits | AID 652010;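 active means inhibition above the mean over all tested compounds plus 3 SD, cut at about 3.6% in these data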;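 further: 0% = DAX-1 cells with DMSO and 100% = cells lacking DAX-1 with DMSO; higher inhibition means more luminescence from relief of DAX-1 repression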
# FXN GAA850 act: activators of GAA850 frataxin (FXN) promoter. HEK293 lucGAA850 FXN promoter luciferase reporter, 24 h; percent of 10 µM SAHA response. activation, % at 6 µM. 360,000 compounds, 0.56% hits. AID 540364;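 active means activation above the average of all compounds screened plus 3 SD, cutoff fixed separately per campaign, cut at about 7.5% in these data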;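 further: 0% = DMSO wells and 100% = 10 µM SAHA wells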
# * marks the source's active call; other numbers are inactive results; / = not tested or not shown.
SMILES,hgDAF-12 ag,ADAM10 inh,ADAM17 inh,DAX1 inh-1,hcDAF12 agonist,sPLA2-III inh,ssDAF12 agonist,PLCg1 inh,PLC-beta3 inh,DAX1 inh-2,FXN GAA850 act
COc1ccc(CCNC(=O)c2ccc3nc4cc(Cl)ccc4c(=O)n3c2)cc1OC,-3.2,-178,-67,-1.0,-1.1,-12,-1.5,-160,-225,0.0,-0.2
COc1ccc(NC(=O)CCC(=O)NCc2ccco2)c([N+](=O)[O-])c1,-1.1,-6,2,-1.2,0.5,8,-1.6,-1,-9,0.0,-0.1
CCOC(=O)N1CCN(S(=O)(=O)c2ccc(F)c(C(=O)Nc3ccc(C(C)C)cc3)c2)CC1,0.2,-2,4,0.9,-3.1,20*,-1.5,0,-4,-0.9,0.2
CN(C)S(=O)(=O)c1cccc(C(=O)Nc2cc(Cl)ccc2O)c1,1.4,9,1,0.5,0.8,-25,-1.1,-1,4,-1.0,3.0
CCn1c(=O)cc(O)c2c(=O)n(C)c(=O)n(C)c21,0.7,-4,-4,0.7,-2.8,7,-1.3,-1,-18,0.6,0.0
CN(Cc1ccccc1)C(=O)COC(=O)c1cc(S(=O)(=O)N(C)C)ccc1N1CCCC1,-3.0,2,-3,-1.5,-1.2,-11,-0.8,3,-3,-1.1,0.5
NC(=O)CCCc1nc(-c2ccccc2Cl)no1,1.2,4,3,1.2,-0.9,0,-1.5,1,1,0.1,-0.4
O=c1cc(-c2ccccc2)[nH]c2nc3ccccc3n12,14*,-313,-73,0.9,11*,-3,1.5*,-226,-303,3.7*,-0.9
O=C1CCC[C@@H]2CC(Nc3ccc(F)cc3F)C[C@@H]3CCN1[C@H]23 (some centres undefined),-2.9,-5,-6,0.7,0.0,11,-1.7,-1,-1,-0.7,0.7
Cc1ccc(NC(=O)c2cc(-n3cnnc3)ccc2Cl)c(C)c1,0.3,3,3,-0.2,1.7,1,-1.3,3,3,-0.2,0.1
Cc1ccc(C(=O)OCC(=O)N(C)C2CCS(=O)(=O)C2)cc1S(=O)(=O)N1CCCCC1 (centres undefined),0.7,-10,-2,0.0,-0.3,-3,-1.0,3,-5,0.4,-2.8
FC(F)(F)c1cccc(NC(=S)NCc2ccc(Cl)cc2)c1,2.1,22*,9.1*,-0.8,0.4,2,-1.2,2,0,-0.9,-0.2
C[C@@H]1CN([C@H](C)CO)C(=O)CCCn2nncc2CO[C@@H]1CN(C)C(=O)OCc1ccccc1,1.9,-26,-3,4.4*,-0.2,18,-0.5,5,0,0.6,-1.3
Cc1cc(NC(=O)Nc2ccccc2)n(-c2ccccc2)n1,1.3,5,-1,1.1,0.7,4,-0.3,2,1,1.1,0.0
CCc1ccc(NC(=O)C(=O)NCCN2CCN(S(=O)(=O)c3ccccc3)CC2)cc1,-0.7,-2,-3,1.2,-2.2,8,-1.1,1,-5,-0.3,-1.7
COc1ccccc1NS(=O)(=O)c1cc(C(=O)NCC2CCCO2)ccc1C (centres undefined),-1.5,-5,1,-0.2,-0.4,4,-0.6,-1,3,-0.5,0.0
Cc1ccc(C(=O)c2ccccc2C(=O)OCC(=O)Nc2ccc(SC(F)F)cc2)cc1,-3.6,18,13*,0.4,-2.1,-23,-1.3,1,0,-1.2,-4.8
COc1ccc(-n2cc(-c3ccccc3)[nH]c2=S)cc1,6.9,5,3,0.8,1.1,19*,-0.2,7,4,-0.2,1.4
O=C(NS(=O)(=O)c1ccccc1)c1ccccc1F,1.2,1,-2,0.2,-0.8,3,-0.9,4,3,0.2,1.0
CCC(C)c1ccc(NC(=O)CN(C)CC(=O)Nc2cccc(OC)c2)cc1 (centres undefined),-1.0,1,-5,2.3,0.1,9,-1.1,-1,-4,0.0,-0.3
COc1ccc(CNC(=O)c2sc(=O)n(Cc3ccc(C)cc3)c2C)cc1,-1.7,-2,1,/,-1.4,-9,-2.0,1,3,-1.0,-0.9
CCOC(=O)c1ccccc1NC(=O)C1CSC2(C)CCC(=O)N12 (centres undefined),-1.5,-6,-1,0.3,-1.9,-7,-1.0,-1,-5,-1.5,0.7
COc1ccc(NC(=O)N(C)C[C@H]2OCc3cnnn3CCCC(=O)N([C@@H](C)CO)C[C@H]2C)cc1,1.3,-5,1,0.2,0.5,14,-1.2,1,2,0.3,0.3
COc1cc(CCCN2CCNC[C@@H]2c2ccccc2)cc(OC)c1OC,2.5,4,2,1.4,0.6,-1,-0.8,6,5,0.7,0.6
CCOC(=O)n1c(=O)n(Cc2cccc(C)c2)c2ccccc21,-0.3,-10,-3,-0.3,-1.6,1,-1.2,-1,0,-0.3,1.8
COc1ccc(Cn2c(-c3ccco3)nc3oc4ccccc4c(=O)c3c2=O)cc1,0.8,-2,2,0.8,0.2,-2,-0.5,-1,0,0.5,-1.1
N#C[C@@H]1N(Cc2ccccc2)C(=O)[C@H]2CC3C=CC21O3 (some centres undefined),-2.1,-1,-3,0.0,0.2,4,-1.5,-3,2,0.1,-0.9
Cc1cc(NCCO)nc(-n2nc(C)cc2C)n1,5.4,-4,-3,0.5,-1.5,2,-0.7,-1,-1,-0.6,-1.5
COc1ccc(NC2SC(=O)N(CC(=O)O)C2=O)cc1 (centres undefined),0.1,-1,-3,0.9,-0.3,-4,-0.8,-7,-1,0.3,0.9
Cc1[nH][nH]c(=O)c1C(c1ccc(-c2cccc(C(=O)O)c2)o1)c1c(C)[nH][nH]c1=O,-1.0,4,-2,-0.7,0.8,5,0.0,7,2,-0.7,1.9
CC(NC(=O)c1cc(S(=O)(=O)N2CCOCC2)cn1C)c1ccccc1 (centres undefined),1.4,-2,-1,-0.3,0.5,-8,-0.8,1,2,-0.8,-1.0
Cc1cc(C)n(S(=O)(=O)c2ccc3ccccc3c2)n1,0.1,-3,5,2.0,-1.8,-5,-1.0,-2,-3,-0.8,1.2
CC1CC1C(=O)OCC(=O)Nc1ncc(Cl)cc1Cl (centres undefined),2.5,-12,-7,0.7,1.0,7,-0.7,-4,-12,0.3,0.7
Cc1ccc(OC2CCN(C(=O)[C@@H](Cc3ccccc3)NC(=O)[C@H]3O[C@@H](n4ccc(=O)[nH]c4=O)[C@H](O)[C@@H]3O)CC2)cc1,0.1,-8,0,/,-1.2,-10,-0.9,1,6,0.8,/
CC(C)Cc1nc(C#N)c(N2CCC(C(N)=O)CC2)o1,0.4,4,2,0.7,-0.8,-3,-1.4,0,2,-0.6,2.5
O=C(COC(=O)c1cccc(S(=O)(=O)N2CCOCC2)c1)Nc1ncc(Cl)cc1Cl,3.2,-14,-5,-0.7,2.4,9,-0.9,4,-13,0.7,0.3
O=C(Cc1nc2ccccc2[nH]1)c1ccc([N+](=O)[O-])cc1,5.0,-41,-20,1.3,4.2,0,-0.7,-18,-38,0.9,4.5
CCOc1ccc(N(CC(=O)Nc2cccc(C)c2)S(C)(=O)=O)cc1,8.3,9,9.0*,3.2,0.9,-2,-0.3,8,3,0.5,5.7
[O-]c1n[n+](-c2ccc(Cl)cc2)cc2ccccc12,0.2,-7,-4,-0.4,1.3,2,-0.2,-1,-1,-0.5,0.8
O=C(C[n+]1cccc(CNC(=O)c2ccc(OC(F)F)cc2)c1)c1ccccc1,-2.4,-8,-3,-0.4,-1.2,-1,-1.4,-5,-6,-0.1,0.0
